MOR-DOR ag: agonists of human mu-delta opioid receptor heterodimerization | 340,000 compounds, 0.3% hits | activation, % at 9.3 µM | cells, OPRM1-OPRD1 heterodimerization, luminescence | AID 504326 | P35372+P41143; in the data active = activation above about 18%;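 note: 0% = vehicle-treated cells and 100% = reference agonist; values of inactives mirror those of a sister screen read the other way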
phage Ecoli inh: E. coli growth loss with phage present; growth absorbance; inhibition, % at 11.9 µM; 360,000 compounds, 0.26% hits; AID 651602; in the data active = inhibition above about 11%
Ecoli viability: bacterial growth inhibition, counter-screen for AddAB inhibitors. 330,000 compounds, 0.27% hits. inhibition, % at 11.9 µM. E. coli V3065 growth, OD600 absorbance, 18 h;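 active = inhibition above the campaign's mean inhibition across all tested compounds plus 3 SD, cut at about 9.9% in these data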;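 note: uninfected addAB+ strain grown without phage in ampicillin broth; 0% = DMSO wells and 100% = ciprofloxacin 0.95 µg/ml wells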
AddAB inh: less growth of phage-infected E. coli with AddAB. inhibition, % at 11.9 µM. E. coli expressing H. pylori AddAB, absorbance growth. 330,000 compounds, 0.29% hits. AID 435030; in the data active = inhibition above about 12%;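 note: 0% = vehicle wells of infected cells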
Pemphigus Ab inh: blocks pemphigus antibody binding to human desmoglein-3. P32926. binding (percent of control), % at 10 µM. 310,000 compounds, 0.48% hits. AID 588358. DSG3-coupled beads, scFv-anti-DSG3-GFP binding, flow cytometry; active compounds read low;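 active = binding more than 3 SD below its plate's average and above zero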;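 note: hits lower antibody fragment binding to DSG3; some compounds called inactive have numbers as strong as hits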
Target sequence (P32926 whole entry, looked up, the tested form may be a part): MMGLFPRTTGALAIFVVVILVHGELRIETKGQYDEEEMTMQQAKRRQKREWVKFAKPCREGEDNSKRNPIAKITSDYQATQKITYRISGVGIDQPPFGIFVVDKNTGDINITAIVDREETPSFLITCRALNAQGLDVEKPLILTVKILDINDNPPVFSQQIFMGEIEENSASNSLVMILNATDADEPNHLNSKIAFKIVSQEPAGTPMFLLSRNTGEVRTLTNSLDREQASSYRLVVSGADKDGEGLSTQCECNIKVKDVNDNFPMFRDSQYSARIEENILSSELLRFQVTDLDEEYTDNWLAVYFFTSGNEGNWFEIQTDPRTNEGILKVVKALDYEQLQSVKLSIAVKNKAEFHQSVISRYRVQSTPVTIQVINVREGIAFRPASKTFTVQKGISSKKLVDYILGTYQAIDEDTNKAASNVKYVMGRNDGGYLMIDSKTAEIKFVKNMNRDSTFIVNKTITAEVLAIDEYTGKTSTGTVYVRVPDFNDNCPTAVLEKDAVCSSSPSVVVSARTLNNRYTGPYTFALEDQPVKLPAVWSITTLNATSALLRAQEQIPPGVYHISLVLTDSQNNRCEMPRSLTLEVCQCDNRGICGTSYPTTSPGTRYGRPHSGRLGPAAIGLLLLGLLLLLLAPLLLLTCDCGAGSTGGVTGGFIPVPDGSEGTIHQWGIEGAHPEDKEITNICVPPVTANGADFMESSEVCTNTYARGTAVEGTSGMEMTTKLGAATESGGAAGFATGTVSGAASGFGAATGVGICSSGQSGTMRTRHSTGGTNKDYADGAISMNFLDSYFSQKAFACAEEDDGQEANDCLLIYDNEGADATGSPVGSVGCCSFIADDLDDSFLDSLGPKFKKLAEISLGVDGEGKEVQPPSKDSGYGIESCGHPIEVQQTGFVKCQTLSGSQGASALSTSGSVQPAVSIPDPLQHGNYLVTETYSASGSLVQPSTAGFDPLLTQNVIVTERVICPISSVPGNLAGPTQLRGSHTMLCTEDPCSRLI
HTR5A inv ag: HTR5A inverse agonism, opioid heterodimer counter-screen | P47898 | HTR5A cell line, luminescence | inhibition, % at 9.3 µM | 340,000 compounds, 0.083% hits; in the data active = inhibition mostly above about 23%, no sharp cut-off; inactive = mostly below about 18%;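 note: 0% = cells with DMSO and 100% = no-cell wells with DMSO; some compounds called inactive have numbers as strong as hits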
OPRM1-OPRD1 inv: inverse agonists of human mu-delta opioid receptor heterodimerization | 340,000 compounds, 0.21% hits | cell-based MOR-DOR heterodimer luminescence, inverse agonism | inhibition, % at 9.3 µM | AID 504357; in the data active = inhibition above about 22%, passing the limit was not always enough;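 note: 0% = cells with DMSO and 100% = wells without cells with DMSO; values of inactives mirror those of a sister screen read the other way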
HTR5A ag: counter-screen for OPRM1-OPRD1 agonists: human HTR5A agonism; HTR5A agonist assay, luminescence, cell-based; 340,000 compounds, 0.61% hits; activation, % at 9.3 µM; P47898; in the data active = activation mostly above about 9.5%, no sharp cut-off; inactive = mostly below about 7.6%;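 note: 0% = cells with vehicle only and 100% = reference agonist; strong numbers were not always called active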
SUMO Mot1 rescue: inhibitors of SUMOylation pathway: yeast Mot1-301 growth rescue; S. cerevisiae Mot1-301 growth rescue, ATP luminescence, 38.5C; percent above DMSO median, 100 means doubled; 320,000 compounds, 1% hits; growth rescue, % at 18.8 µM;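 active = every valid replicate shows activation above 250% relative to neutral control wells; inactive = the rest, any valid replicate at or below 250%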;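 note: OY570 slx delta 5 strain wells were the positive control but not used for scaling; some compounds called inactive have numbers as strong as hits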
PKA-R1A activ: activators of PKA-R1A complex | PKA-R1A dissociation, Cy5-IP20 fluorescence polarization; scaled: DMSO 0%, 113 µM cGMP 100% | AID 504707 | activation, % at 11.4 µM | P00514+P68181 | 340,000 compounds, 0.083% hits;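 active = percent activation above the mean of all tested compounds plus 3 SD, cut at about 19% in these data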;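 note: higher means more PKAc released from R1A so a rise in polarization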
PfHsp90 yeast 2: reduces growth (ATP signal) of yeast expressing P. falciparum Hsp90; inhibition, % at 9.4 µM; S. cerevisiae expressing PfHsp90, BacTiter-Glo ATP, 48 h; yeast lacking PDR1 and PDR3 efflux regulators; 310,000 compounds, 0.32% hits;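 active = every replicate shows inhibition above about 80%, whatever the replicate mean, limit read from the data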;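 note: 0% = DMSO neutral controls and 100% = 20 µM radicicol positive controls; yeast relying on Plasmodium falciparum Hsp90 in place of its own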
The depositor's hits bear a star; . = not tested or not shown. Random draw from the library. Share with any hit: about 3.2%.

SMILES | MOR-DOR ag | phage Ecoli inh | Ecoli viability | AddAB inh | Pemphigus Ab inh | HTR5A inv ag | OPRM1-OPRD1 inv | HTR5A ag | SUMO Mot1 rescue | PKA-R1A activ | PfHsp90 yeast 2
CC(=O)c1cc(-c2ccccc2)n(CCC(=O)NC2CCCCCC2)c1C | -2.5 | -1.3 | -3.3 | 2.9 | . | 2 | 13 | 0 | 5 | -6 | 4
COc1ccc(COC(=O)C2=C(C)NC(=O)NC2c2ccc(O)cc2)cc1 (configuration not stated) | -1.9 | 2.8 | -1.0 | -2.4 | 112 | 6 | 9 | -1 | 4 | -5 | -2
O=S(=O)(NC1CCCCC1N1CCOCC1)c1ccc(Cl)cc1 (configuration not stated) | -3.1 | 1.5 | -1.8 | 3.3 | 92 | 10 | 16 | 8 | 14 | -1 | -16
O=C(N1CCOCC1)N1CCC(NC(=O)C23CC4CC(CC(C4)C2)C3)CC1 | -1.9 | 3.1 | -3.9 | -0.2 | 103 | 10 | 11 | 1 | 4 | 3 | .
COc1ccc(C2/C=C\CN(CC(C)(C)C)CC(=O)N2Cc2ccc(F)cc2)cc1 (configuration not stated) | 2.0 | 3.3 | -1.2 | 0.6 | 115 | -18 | -11 | 2 | -7 | -2 | .
O=C(NNc1cc(Cl)cc(Cl)c1)c1cccs1 | -4.6 | 6.0 | 1.7 | 3.1 | 118 | 4 | 23 | -1 | 147 | -1 | 13
CC(C)c1ccc(NC(=O)COC(=O)C2CC3C=CC2C3)cc1 (configuration not stated) | 2.0 | 2.1 | -1.9 | 1.0 | 101 | -29 | -8 | 12 | 25 | -12 | -2
O=C1C=CN2CCCC2CC1 (configuration not stated) | -0.2 | 0.5 | 0.2 | -0.6 | 114 | -9 | 1 | -1 | 52 | 8 | 17
O=C(Nc1ccc2c(c1)CCC2)c1cnccn1 | -1.0 | 2.4 | -1.5 | -1.3 | 125 | -12 | 6 | 3 | -6 | -15 | .
Cc1ccc(C)c(N2CCN(C(=O)CCNS(=O)(=O)c3ccc4c(c3)oc(=O)n4C)CC2)c1 | -0.7 | 2.0 | -1.8 | 0.6 | 106 | -17 | 3 | 6 | 15 | -5 | 5
CCc1ccc(OCC(=O)Nc2ccncc2)c(Br)c1 | 1.4 | 0.7 | -1.2 | 0.9 | 125 | -4 | -7 | 1 | 82 | 15 | 1
O=C(Nn1cnnc1)c1ccncc1 | -2.2 | 2.5 | -0.3 | 4.0 | 95 | 5 | 13 | 5 | 9 | 1 | 9
O=C(c1ccc2ccccc2c1)N1CCc2ccccc21 | -0.9 | -2.7 | -1.9 | 2.9 | 95 | -17 | 5 | 2 | -7 | 5 | -14
COC(=O)c1cc(=O)n(Cc2ccco2)c(=Nc2ccc(F)c(Cl)c2)s1 | 2.8 | 2.3 | 1.0 | -1.1 | 111 | -9 | -17 | 6 | -7 | -7 | -11
Cc1ccccc1-n1c(-c2ccncc2)n[nH]c1=S | -0.9 | 1.7 | -1.8 | 3.9 | 102 | -7 | 5 | 0 | -11 | -8 | 0
CCOC(=O)C1CCN(Cc2cc(C(C)(C)C)c(O)c(C(C)(C)C)c2)CC1 | 4.8 | 0.6 | 0.5 | -0.2 | 102 | 1 | -24 | 0 | 2 | -3 | -21
CC1CCN(C(=O)C2CCN(S(=O)(=O)N3CCC4(CC3)OCCO4)CC2)CC1 | 0.5 | 1.8 | -2.2 | 1.5 | 101 | 9 | -3 | 3 | -7 | 1 | 20
Fc1ccc(Nc2nc(NCc3ccco3)c3ccccc3n2)cc1 | 6.0 | 1.0 | 1.4 | 0.8 | 112 | -10 | -30 | 0 | -37 | -7 | 19
Cc1nc([N+](=O)[O-])c(C(=O)OCc2ccccc2F)n1C | -1.4 | -1.1 | 0.8 | 2.4 | 130 | -24 | 7 | -1 | 3 | -12 | .
COC(=O)Nc1ccc(OC)c(OC)c1 | 0.1 | 0.8 | 2.6 | 0.3 | 97 | 12 | -1 | -5 | -20 | 2 | 12
CCC(C)(C)n1nnnc1C(c1ccccc1F)N1CCC(C(N)=O)CC1 (configuration not stated) | -3.7 | 1.6 | 1.2 | 4.9 | 100 | 11 | 18 | -4 | 460 | -4 | -28
C[C@H](CO)N1C[C@H](C)[C@@H](CN(C)S(=O)(=O)c2ccc(F)cc2)Oc2ccc(NC(=O)c3ccncc3)cc2C1=O | -2.4 | 3.7 | -1.0 | 0.6 | 102 | 4 | 14 | 9.5* | . | 9 | 4
CCC(NC(=O)OCc1ccccc1)C(=O)Oc1ccc2ccc(=O)oc2c1 (configuration not stated) | -4.1 | 2.2 | -0.6 | 3.1 | 102 | 2 | 18 | -1 | 149 | -15 | 18
COCCN(C(=O)CCC(=O)Nc1nccs1)C(C(=O)NCCC(C)C)c1ccc(OC)cc1 (configuration not stated) | -2.8 | 2.3 | 0.4 | 1.5 | 103 | -9 | 15 | 5 | 7 | 2 | -9
O=S1(=O)N=C2CCCCCN2C(c2ccc(Br)cc2)N1 (configuration not stated) | 0.6 | 4.7 | 0.7 | 1.4 | 101 | 10 | -3 | -6 | 9 | -3 | -9
O=C(NCCCc1ccccc1)c1ccc(Br)o1 | -0.2 | 3.0 | 2.9 | 3.6 | . | -1 | 1 | 0 | -39 | 2 | -12
Cc1cc(C)n(C/C=C/Cn2nc(C)cc2C)n1 | -2.7 | 1.8 | 2.5 | 1.7 | . | -3 | 15 | 1 | -7 | 2 | -16
O=C(COc1ccc(-c2nnco2)cc1)Nc1c(Cl)cccc1C(F)(F)F | -4.1 | 2.0 | 4.9 | 2.1 | 101 | -4 | 21 | 2 | . | 0 | .
COc1ccc(-c2cnc3c(-c4ccc(F)cc4)cnn3c2N)cc1 | 1.5 | 4.1 | 0.2 | -0.6 | 109 | -10 | -7 | 3 | -20 | -3 | 3
Cc1cc(NC2CCCCC2)nc2ccccc12 | 1.5 | 5.7 | 0.5 | 3.8 | 105 | 24 | -11 | 0 | 110 | -3 | -3
CCOC(=O)c1c(NC(=S)Nc2ccccc2)sc2c1CC(C)(C)SC2 | -1.1 | 4.2 | -1.6 | -0.4 | 94 | 2 | 6 | -1 | 60 | 4 | -7
CC(C)c1ccc(C(=O)COC(=O)C(O)c2ccccc2)cc1 (configuration not stated) | 0.1 | -0.3 | -2.0 | -1.2 | 118 | -4 | -1 | 1 | 38 | -1 | -17
CC(=O)Oc1ccc2c(=O)c(Oc3ccccc3[N+](=O)[O-])coc2c1 | -0.9 | 4.1 | 1.0 | 1.4 | . | 20 | 4 | 9 | 92 | -8 | -5
CCOC(=O)c1nc(N)c(C(=O)OCC)[nH]1 | 0.1 | 6.1 | -1.7 | 2.3 | 93 | 8 | 0 | 4 | -8 | 7 | -1
CCOC(=O)N1CCN(CC(=O)Nc2cc3c(cc2C(C)=O)OCO3)CC1 | -2.8 | 2.3 | -1.4 | 5.8 | 110 | -4 | 14 | 1 | 0 | -2 | -15
Cc1ccc(S(=O)(=O)N(C)CCCC(=O)Nc2ccc(C)cc2C)cc1 | -2.9 | 4.2 | -0.3 | 3.1 | 90 | -5 | 15 | 0 | 0 | 2 | 19
Cc1ccc(-n2c3c(c(O)c(-c4ccccc4)c2=O)C(=O)CC(C)(C)C3)cc1 | -3.8 | 3.1 | 0.8 | 0.3 | 89 | 12 | 19 | 4 | 0 | 2 | -51
O=C(NCc1ccc2c(c1)OCO2)c1ccc(=O)[nH]c1 | -3.0 | 2.6 | -0.4 | 2.4 | 101 | 13 | 14 | -4 | 7 | -3 | -68
O=C(O)Cn1nc(-c2ccccc2)c2ccccc2c1=O | -3.2 | 1.5 | -0.6 | -1.6 | . | -1 | 16 | 0 | -7 | -2 | .
CCNC(=S)N=Nc1c(O)[nH]c2ccc([N+](=O)[O-])cc12 | -2.4 | -1.5 | -3.7 | 2.9 | 40* | -3 | 13 | 1 | -31 | 14 | -5
O=C(CSc1nnc(-c2ccco2)n1-c1ccccc1)N1CCOCC1 | -1.6 | 0.9 | -1.5 | -1.0 | 97 | -16 | 8 | -2 | -15 | -5 | .
Cc1ccc(NC(=O)Cc2nc(COC(=O)C(C)NS(=O)(=O)c3ccc(C)cc3)cs2)cc1 (configuration not stated) | -1.3 | -0.9 | -1.1 | 0.3 | . | -3 | 5 | 1 | 20 | -11 | 12
CCCCCC(=O)Nc1ccc(C(=O)N/N=C/c2ccc([N+](=O)[O-])cc2)cc1 | 4.2 | 4.2 | -1.6 | 2.9 | 114 | 15 | -23 | 4 | -29 | 2 | -42
Cc1ccc(/C=N/NC(=O)c2nn(C)cc2Cl)cc1 | -0.6 | 1.3 | 0.5 | 0.8 | . | -13 | 3 | 3 | 0 | -9 | 6
CC1CCN(CCC(=O)Nc2ccc(F)c(F)c2)CC1 | -0.2 | 5.5 | 1.6 | 4.5 | 114 | -4 | 1 | 5 | 16 | -2 | 25
Cc1cc(C)n(CC(O)CN(c2ccccc2)S(=O)(=O)c2ccc3ccccc3c2)n1 (configuration not stated) | 2.0 | 3.3 | 1.5 | 3.0 | 102 | 21 | -9 | 4 | 225 | 10 | 10

Entries from the list above that contain an aryl methoxy group, in the order listed:
SMILES | MOR-DOR ag | phage Ecoli inh | Ecoli viability | AddAB inh | Pemphigus Ab inh | HTR5A inv ag | OPRM1-OPRD1 inv | HTR5A ag | SUMO Mot1 rescue | PKA-R1A activ | PfHsp90 yeast 2
COc1ccc(COC(=O)C2=C(C)NC(=O)NC2c2ccc(O)cc2)cc1 (configuration not stated) | -1.9 | 2.8 | -1.0 | -2.4 | 112 | 6 | 9 | -1 | 4 | -5 | -2
COc1ccc(C2/C=C\CN(CC(C)(C)C)CC(=O)N2Cc2ccc(F)cc2)cc1 (configuration not stated) | 2.0 | 3.3 | -1.2 | 0.6 | 115 | -18 | -11 | 2 | -7 | -2 | .
COC(=O)Nc1ccc(OC)c(OC)c1 | 0.1 | 0.8 | 2.6 | 0.3 | 97 | 12 | -1 | -5 | -20 | 2 | 12
COCCN(C(=O)CCC(=O)Nc1nccs1)C(C(=O)NCCC(C)C)c1ccc(OC)cc1 (configuration not stated) | -2.8 | 2.3 | 0.4 | 1.5 | 103 | -9 | 15 | 5 | 7 | 2 | -9
COc1ccc(-c2cnc3c(-c4ccc(F)cc4)cnn3c2N)cc1 | 1.5 | 4.1 | 0.2 | -0.6 | 109 | -10 | -7 | 3 | -20 | -3 | 3

Screens (PubChem BioAssay)
